Compound activity (PubChem BioAssay)
DAX1 inh-1 – DAX1 (NR0B1) inhibitors on StAR promoter, primary screen, cell-based, luminescence, SF-1 (NR5A1), full-length DAX-1 | HEK293T StAR-luciferase reporter, SF-1/DAX-1 repression relief | inhibition, % at 6.8 µM | actives 1.1% (n = 370,000) | AID 652010, 2013;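 active = inhibition above the mean over all tested compounds plus 3 SD, cut at about 3.6% in these data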;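 note: 0% = DAX-1 cells with DMSO and 100% = cells lacking DAX-1 with DMSO; higher inhibition means more luminescence from relief of DAX-1 repression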
ssDAF-12 act – S. stercoralis DAF-12 nuclear receptor activators, primary screen, cell-based, luminescence, HEK293, GRIP1 co-expression, lit1-tk-luc | activation, % at 6.8 µM | AID 652126, 2013 | HEK293 ssDAF-12/GRIP1 lit1-tk-luc reporter; % of 3 µM dafachronic acid response | actives 1% (n = 370,000);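 active = activation above the mean over all tested compounds plus 3 SD, cut at about 0.9% in these data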;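 note: 0% = DMSO-only wells and 100% = 3 µM delta7-dafachronic acid wells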
DAX1 inh-2 – DAX1 (NR0B1) inhibitors, primary screen, cell-based, HEK293, Gal4-DAX1, luciferase luminescence. AID 504766, 2011. HEK293 Gal4-DAX1 luciferase reporter. inhibition, % at 6.75 µM. Nuclear receptor subfamily 0 group B member 1 (Homo sapiens), P51843. actives 0.99% (n = 340,000);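 active = inhibition above the mean over all tested compounds plus 3 SD, cut at about 4.2% in these data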;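 note: 0% = DAX1-transfected cells with DMSO and 100% = empty-vector control cells with DMSO; inhibition shows as a rise in luminescence from relieved DAX1 repression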
Target sequence (P51843 207-470 limits assumed): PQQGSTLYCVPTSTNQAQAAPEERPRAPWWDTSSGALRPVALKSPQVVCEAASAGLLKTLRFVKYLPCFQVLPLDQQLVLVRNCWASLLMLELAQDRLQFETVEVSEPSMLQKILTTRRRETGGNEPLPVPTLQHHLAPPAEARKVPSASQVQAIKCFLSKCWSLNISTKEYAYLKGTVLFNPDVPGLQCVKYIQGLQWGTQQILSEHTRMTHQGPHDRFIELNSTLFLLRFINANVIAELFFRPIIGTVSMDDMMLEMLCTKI
ADAM10 inh – human ADAM10 inhibitors, primary screen, biochemical, QFRET, HTS; Disintegrin and metalloproteinase domain-containing protein 10 (Homo sapiens), O14672; recombinant ADAM10, EDANS/DABCYL FRET peptide cleavage, 3 h; inhibition, % at 7 µM; actives 0.62% (n = 370,000);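 active = inhibition above a per-campaign cutoff equal to the mean of compounds falling between control-based bounds plus 3 SD, cut at about 20% in these data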;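 note: 0% = DMSO wells while the 100% control is not disclosed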
SMARCA2 activ – SMARCA2 (BRM) function activators, primary screen, cell-based, luminescence, high throughput. MG213 cells, MMTV-luciferase reporter, dexamethasone, overnight. activation, % at 9.1 µM. actives 1% (n = 370,000). AID 652017, 2013; in the data active = activation above about 7.8%;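 note: 0% = vehicle wells and 100% = reference activator wells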
NPR1 activator – GC-A stimulated cGMP production enhancers – HEK293 GC-A cells, cGMP TR-FRET, EC30 ANP, primary screen; actives 0.14% (n = 370,000); Atrial natriuretic peptide receptor 1 (Homo sapiens), P16066; 0% at EC30 ANP, 100% saturating ANP; activation, % at 10 µM; in the data active = activation above about 40%
HGIII-sPLA2 inh – human group III sPLA2 inhibitors, primary screen, biochemical, QFRET, BODIPY PC-A2 liposome substrate; Group 3 secretory phospholipase A2 (Homo sapiens), Q9NZ20; QFRET BODIPY PC-A2 liposome hydrolysis, fluorescence; inhibition, % at 12.2 µM; actives 0.56% (n = 370,000); AID 743126, 2013;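 active = inhibition above mean plus 3 SD of compounds lying within the high and low control bounds, cut at about 19% in these data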;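 note: 0% = median of test compound wells and 100% = no enzyme DMSO wells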
Target sequence (Q9NZ20 whole entry, looked up): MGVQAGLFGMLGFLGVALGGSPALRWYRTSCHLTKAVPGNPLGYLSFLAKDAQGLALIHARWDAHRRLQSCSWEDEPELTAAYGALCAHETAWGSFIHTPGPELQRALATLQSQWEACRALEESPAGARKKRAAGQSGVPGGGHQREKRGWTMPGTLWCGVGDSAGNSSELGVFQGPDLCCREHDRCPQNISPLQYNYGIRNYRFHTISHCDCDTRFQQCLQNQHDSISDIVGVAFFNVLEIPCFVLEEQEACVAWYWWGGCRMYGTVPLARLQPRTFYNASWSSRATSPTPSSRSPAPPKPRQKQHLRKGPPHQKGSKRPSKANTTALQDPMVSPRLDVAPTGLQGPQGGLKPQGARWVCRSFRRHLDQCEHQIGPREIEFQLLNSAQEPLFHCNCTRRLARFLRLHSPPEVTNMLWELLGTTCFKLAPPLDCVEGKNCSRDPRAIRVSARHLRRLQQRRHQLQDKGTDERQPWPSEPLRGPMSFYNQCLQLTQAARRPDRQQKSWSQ
GAA850 FXN act – FXN promoter activators, primary screen, cell-based, luciferase luminescence, HEK293 lucGAA850. activation, % at 6 µM. actives 0.56% (n = 360,000). HEK293 lucGAA850 FXN promoter luciferase reporter, 24 h; percent of 10 µM SAHA response;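 active = activation above the average of all compounds screened plus 3 SD, cutoff fixed separately per campaign, cut at about 7.5% in these data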;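 note: 0% = DMSO wells and 100% = 10 µM SAHA wells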
hcDAF-12 act – H. contortus DAF-12 nuclear receptor activators, primary screen, cell-based, luminescence, HEK293, lit1-tk-luc reporter | AID 652067, 2013 | actives 1.4% (n = 370,000) | HEK293 hcDAF-12 lit1-tk-luc reporter; 0% DMSO, 100% Δ7-dafachronic acid | activation, % at 6.8 µM;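 active = activation above the mean of all tested compounds plus 3 SD, cut at about 5.5% in these data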;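 note: 100% = response to 3 µM Δ7-dafachronic acid high control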
hgDAF12 agonist – H. glycines DAF-12 receptor agonists, primary screen, cell-based, luminescence, HEK293, GAL4 fusion, UAS-luciferase | HEK293 GAL4-hgDAF12 UAS-luciferase reporter, agonist luminescence; normalized to butyrate control | actives 1.8% (n = 370,000) | activation, % at 6.8 µM | AID 687014, 2013 | Nuclear hormone receptor DAF-12 (Heterodera glycines), GAL4 fusion;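 active = activation above a cutoff set at the mean of all screened compounds plus 3 SD, cut at about 10% in these data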;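 note: 0% = DMSO wells and 100% = sodium butyrate wells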
GC-B act – human GC-B receptor activators, primary screen, HEK293 GC-B cells, cGMP TR-FRET, EC30 CNP; Atrial natriuretic peptide receptor 2 (Homo sapiens), P20594; 0% at EC30 CNP, 100% saturating CNP; activation, % at 10 µM; actives 0.11% (n = 370,000);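 active = activation at 10 µM reaching about 35% in either raw or pattern-adjusted values, limit read from the data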
Numbers without * were called inactive; · = not tested or not shown. Rows were taken by chance (roughly 6.6% active in at least one column).

SMILES	DAX1 inh-1	ssDAF-12 act	DAX1 inh-2	ADAM10 inh	SMARCA2 activ	NPR1 activator	HGIII-sPLA2 inh	GAA850 FXN act	hcDAF-12 act	hgDAF12 agonist	GC-B act
CC(=O)c1cccc(N2C(=O)CC(N3CCN(S(=O)(=O)c4ccc(Cl)cc4)CC3)C2=O)c1 (stereo not given)	0.4	-1.4	-0.4	-16	0	2	12	2.5	-1.8	-0.1	4
COc1ccc(C(=O)NC2=C(C#N)CCC2)cc1OC	0.3	-0.4	-0.1	-3	0	2	3	3.9	0.4	-0.2	7
O=C(c1ccco1)N(CC1CCCO1)c1nc(-c2ccccc2)cs1 (stereo not given)	-1.1	-1.7	-1.3	7	1	1	1	1.7	-1.7	1.0	2
CN(Cc1ccco1)C(=O)c1cc2c(s1)-c1ccc(Cl)cc1S(=O)(=O)C2	-1.7	-1.0	0.9	-12	-1	-3	-4	-0.2	-0.2	2.3	1
Cc1cc(Cl)ccc1NC(=O)c1ccc2c(c1)CCN2S(C)(=O)=O	-0.2	-1.4	-0.9	2	-1	5	-2	0.2	3.1	2.2	3
COc1cccc2[nH]c(C(=O)NCc3ccccc3)cc12	-0.3	-1.2	-1.4	-125	-2	19	5	-1.8	0.3	-0.1	0
CCN(CC)c1nc2ccccc2c(N)c1-c1ccccc1	-0.8	-0.9	-0.6	-21	0	-6	3	-2.8	0.5	0.3	-10
OCC1(CO)CC2(C1)CC(CO)(CO)C2	0.7	-0.7	0.5	-11	0	0	8	0.0	0.3	-2.9	5
CCOC(=O)Cc1csc(NC(=O)CN2CCN(CC)CC2)n1	0.2	-1.4	-0.6	-11	2	3	-1	0.6	-1.1	0.5	6
CCc1cccc2c(C(=O)COC(=O)c3ccccc3)c[nH]c12	0.8	-0.1	4.0	-4	1	0	-11	4.0	0.4	7.8	-1
COc1ccc(C(=O)Nc2nnc(SCC(=O)NC3CC3)s2)cc1	1.5	-0.1	1.5	-4	8.2*	3	3	1.5	0.4	11*	-2
Cc1ccc(C(=O)Nc2ccc(N3CCOCC3)cc2)cc1S(=O)(=O)N1CCCCC1	-1.5	-1.3	-0.9	-4	-2	-1	2	-1.7	-2.8	-1.1	0
CCC(Cc1ccccc1)NS(=O)(=O)c1ccc2c(c1)NC(=O)CO2 (stereo not given)	-0.3	-1.4	-0.4	-1	-5	3	-15	-1.3	-0.2	-2.5	-4
COc1ccc(CC2(CO)CCN(Cc3cnn(C)c3)CC2)cc1	0.0	-1.2	0.2	4	1	4	-6	3.4	0.5	-1.3	0
Cc1cccc(C)c1Nc1ncnc(N)c1[N+](=O)[O-]	0.1	-0.9	0.3	0	-1	1	-2	3.8	0.1	-1.2	4
CC(=O)N1CCN(S(=O)(=O)c2cccc(C(=O)NC3CCCC(C)C3C)c2)CC1 (stereo not given)	-0.3	-0.7	0.9	-3	1	2	2	-0.4	-2.0	1.1	5
O=C(Nc1ccc(Cl)c(Cl)c1)C1CCN(c2nnc(-n3cccc3)s2)CC1	0.2	-1.9	·	14	-2	-1	-15	·	-0.2	3.4	7
CCOC(=O)C(Cc1ccc(NC(=O)/C(=C/c2ccc(OC(C)=O)cc2)NC(C)=O)cc1)N1C(=O)c2ccccc2C1=O (stereo not given)	-0.5	-1.0	0.0	6	-2	4	-33	0.2	-2.2	-0.7	11
O=C(NCCc1ccccc1)c1ccccc1F	3.8*	-0.1	0.3	11	6	-1	2	3.9	6.7*	15*	-5
COc1ccccc1C(=O)NCCC(=O)NCC(c1ccco1)N1CCCC1 (stereo not given)	-0.9	-1.7	0.3	-6	0	-1	-1	0.5	2.0	-0.8	-2
O=C1CS/C(=N\N=C\c2ccco2)N1c1ccccc1	-0.1	-1.7	0.0	-4	0	-2	-6	3.4	0.2	4.1	-1
CCCn1cc(SCC(=O)NC2CCCC2)c2ccccc21	0.4	-1.3	0.5	-2	-2	-2	-6	0.4	0.1	0.3	7
CCN(c1ccccc1)S(=O)(=O)c1ccc(Cl)c(C(=O)NCc2ccco2)c1	-1.3	-1.6	-0.5	2	1	-3	-3	-1.2	-1.9	-1.3	-3
CCN(CC)CC(O)COC(c1ccccc1)c1ccccc1 (stereo not given)	0.5	-1.0	1.7	-11	-4	-8	9	1.7	-0.7	-2.5	-2
CN(C(=O)CSc1nnc(-c2ccco2)n1N)C1CCCCC1	0.1	-1.0	1.3	1	-1	5	5	-0.1	-1.3	2.3	3
C=CCn1c(NC(=O)CC)c(C(=O)OCC)sc1=S	0.2	-0.4	0.7	11	-3	0	4	1.4	-0.5	0.1	6
O=C1NC(Cc2ccccc2)c2nc3cc(F)c(F)cc3c(=O)n2-c2cc3ccccc3cc21 (stereo not given)	-1.6	-0.8	0.6	11	-3	-6	-4	-3.9	-1.4	-2.8	-2
Cc1ccc([C@@H]2CC=C(C(=O)O)[C@H](c3ccc(F)cc3)N2S(=O)(=O)c2ccccc2C)cc1	-0.3	-0.8	1.2	-3	-4	1	-15	-0.7	0.2	-1.7	-2
O=C(Nc1ccccc1)OC[C@@H]1CSCCS(=O)(=O)N1	3.1	-0.3	·	-17	0	0	5	·	1.4	0.9	1
CC(C)c1ccc(N(CC(=O)NCCc2ccccc2)C(=O)c2csnn2)cc1	-0.2	-1.0	1.0	6	7.8*	-1	-1	0.4	0.1	2.0	6
CS(=O)(=O)N1Cc2ccccc2CC1C(=O)Nc1ccccc1C(N)=O (stereo not given)	0.0	-0.5	-0.6	10	1	2	0	-3.3	-1.1	-0.8	1
CC(CCN1CCC(C(O)(c2ccccc2)c2ccccc2)CC1)Oc1ccccc1C#N (stereo not given)	-0.6	-0.1	·	1	-5	-28	-15	·	0.9	-3.1	-20
CCn1c(=O)c2c(nc3n2CCS3)n(C)c1=O	0.9	-0.8	1.2	2	3	4	1	-2.7	-0.1	-0.1	-5
CN(C)Cc1c(O)ccc2occ(C(=O)c3ccccc3)c12	-0.2	0.5	0.0	-10	1	5	-1	-0.5	-2.6	-0.6	-1
O=C1NC(c2ccccc2)=C(c2ccccc2)C1=O	0.1	-0.6	0.0	2	3	3	-2	1.0	3.4	-1.1	4
OCC[C@H]1C[C@@H](O)[C@H](O)[C@]2(Cc3ccccc3CCO2)O1	0.0	-1.0	-0.5	14	-1	2	-2	0.7	2.6	0.6	1
CCCOc1ncnc2c1[nH]c1ccccc12	-2.3	-2.0	-1.1	-255	0	9	5	2.2	-2.4	-4.2	-1
COC(=O)[C@H](CC(C)C)NS(=O)(=O)c1ccccc1	-0.3	-1.3	0.2	8	0	3	0	3.3	-1.1	-1.5	-1
COc1cc([C@H]2[C@@H]3CCCC[C@]3(O)CCN2Cc2ccccc2F)ccc1O	-0.3	-0.7	1.0	5	3	-2	-30	-2.1	-0.2	0.9	-4
COC(=O)C(C)Sc1nnc(Cc2cc(=O)[nH]c(=O)[nH]2)n1-c1cccc(OC)c1 (stereo not given)	0.4	-0.8	2.7	-4	2	4	-6	-0.6	2.1	-1.3	-8
CC(C)(C)C(=O)Nc1nc2c(s1)COc1ccccc1-2	0.1	-1.5	0.5	-6	1	-2	-2	-0.4	-2.1	8.9	-7
COc1ccc(N2CCN(C(=O)CCCSc3nc4ccccc4[nH]3)CC2)cc1	-0.9	-1.3	-1.3	-5	-4	-4	4	-0.5	-2.6	-0.1	-2
Cc1ccc(NC(=O)O/N=C/c2ccc(Br)cc2)cc1	0.2	-0.9	0.9	0	2	9	-2	1.0	-0.9	1.1	-2
COc1ccc(NC(=O)CN(C)C(=O)CN2C(=O)NC3(CCCC3)C2=O)cc1	1.1	-1.0	1.3	2	2	1	0	2.1	0.8	2.0	-2
CNc1ccc(/C=C(\C#N)C(=O)Nc2ccccn2)cc1[N+](=O)[O-]	0.1	-0.9	2.6	-12	-1	0	5	-0.6	0.1	-0.2	-8
CC(C)C[C@@H]1NC(=O)N(CCCn2ccnc2)C1=O	0.7	-1.2	0.6	-2	-1	3	2	2.5	0.2	2.4	2
O=c1c2c(n3nnnc3n1Cc1ccccc1)-c1ccccc1CC21CCCC1	0.1	-1.3	0.5	0	3	0	2	-1.7	-1.2	-1.8	-2
O=C(NNc1ccc(Cl)cc1)c1sccc1Cl	-0.4	0.3	3.3	-2	-3	2	7	1.7	3.8	0.5	-1
CCOC(=O)C1CCN(C(=O)CCCn2c(=O)c3cccn3c3cccnc32)CC1	-1.9	-1.9	0.1	-28	0	7	-4	0.4	-0.9	-0.2	3
CC(NC(=O)C1CCN(S(=O)(=O)c2cccs2)CC1)c1cccc(Cl)c1 (stereo not given)	-0.2	-1.4	-0.7	1	1	-4	0	1.4	-2.4	-0.1	1
N/C(=N\OC(=O)CCc1ccccc1)c1cccc(Br)c1	0.7	-1.6	1.1	4	-1	5	8	3.3	-1.0	-0.4	2
O=C(CCCCCN1C(=O)[C@@H]2Cc3ccccc3CN2C1=O)N[C@@H](Cc1ccc(O)cc1)C(=O)O	0.0	-1.6	0.3	0	1	5	-2	1.9	0.6	2.7	0
COc1cc(C(=O)Nc2sc(C)c(C)c2C(=O)O)cc(OC)c1OC	0.5	-0.9	-0.4	1	-2	4	-2	1.4	0.0	-0.6	0
CN(C)/C=N/c1sc2c(c1C#N)CCC2	-0.6	-1.3	1.2	-1	0	3	2	6.3	-1.0	0.0	7
Cc1ccc(C(CC(=O)O)NC(=O)c2ccc(S(=O)(=O)N3CCCC3)cc2)cc1 (stereo not given)	-1.3	-0.7	0.2	-5	-2	0	7	-2.1	-1.0	-1.8	-5
CCOc1ccc(CCNC(=O)COC(=O)c2cccc(N(C)C)c2)cc1OCC	2.9	0.0	0.4	-17	8.1*	2	-6	4.3	2.0	9.4	-2
